# HSF-1 act: increases HSF-1 driven luciferase reporter signal. NIH3T3-HGL HSF-1 luciferase reporter, MG132, 8 h; 100% = twice DMSO control signal. activation, % at 9 µM. 300,000 compounds, 1.7% hits;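 active = mean replicate activation of at least 50% with a set share of replicates each reaching 50%; inconclusive = only one of those two conditions met; inactive = mean below 50% and too few replicates reaching it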;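 also: 0% = median of the neutral control wells and 100% = twice that signal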
# IEC-6 tox: kills IEC-6 intestinal cells in KLF5 counter-screen; AID 1825; inhibition, % at 5 µM; IEC-6 cytotoxicity, luminescence viability; 290,000 compounds, 0.78% hits; in the data active = inhibition above about 22%;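 also: 0% = plate median of test compound wells and 100% = cytotoxic reference compound wells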
# KLF5 inhibitor: suppresses KLF5 promoter-driven expression; DLD-1 KLF5 promoter-luciferase reporter, luminescence; inhibition, % at 5 µM; 290,000 compounds, 0.23% hits;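 active = inhibition above a per-plate limit of that plate's mean compound inhibition plus 3 SD, cut at about 60% in these data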;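 also: 0% = DMSO wells and 100% = LY294002 at 200 µM; higher means less KLF5 promoter-driven luciferase light; inactives centre near -14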
# Dyrk1A ADPGlo: Dyrk1A (rat) kinase inhibition. Q63470. ADP-Glo luminescence, NFATc1 peptide. inhibition, % at 12.5 µM. 310,000 compounds, 0.43% hits. AID 504441; in the data active = inhibition above about 50%;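 also: plate controls were vehicle with enzyme for no effect and no enzyme for full effect; many of its hits are not listed in these tables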
# Platelet DG rel: platelet dense granule release activity | human platelet-rich plasma, SFLLRN dense granule ATP release, luminescence | inhibition, %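 (compounds screened at 7.5 µM in platelet-rich plasma)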 | 300,000 compounds, 0.22% hits | AID 1663;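 active = mean replicate score, as percent of positive control, at or above 50; inconclusive = mean below 50 but at least one replicate at or above 50; inactive = mean and every replicate below 50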
# HSP90 inh: HSP90 refolding inhibition in rabbit reticulocyte lysate; luciferase refolding luminescence, 3 h; inhibition, % at 5.6 µM; 290,000 compounds, 0.91% hits; AID 1789;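 active = inhibition above the screen-wide mean plus 3 SD, computed separately per campaign, cut at about 16% in these data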;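 also: 0% = DMSO wells and 100% = 60 µM geldanamycin wells; inhibitors lower the luminescence because luciferase stays unfolded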
# GSK3B inh: inhibitors of human GSK3beta kinase | P49841 | GST-GSK3beta kinase, ADP-Glo luminescence, 60 min; hits give low values | activity score (negative = inhibition), % at 10 µM | 300,000 compounds, 0.038% hits | AID 2097;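 active = more than half of replicate wells score below -50%, meaning over 50% inhibition versus plate controls; inconclusive = some replicates but at most half score below -50%; inactive = no replicate scores below -50%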;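 also: 0% = median DMSO wells and -100% = median GW8510 positive control wells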
# Target sequence (P49841 whole entry, looked up): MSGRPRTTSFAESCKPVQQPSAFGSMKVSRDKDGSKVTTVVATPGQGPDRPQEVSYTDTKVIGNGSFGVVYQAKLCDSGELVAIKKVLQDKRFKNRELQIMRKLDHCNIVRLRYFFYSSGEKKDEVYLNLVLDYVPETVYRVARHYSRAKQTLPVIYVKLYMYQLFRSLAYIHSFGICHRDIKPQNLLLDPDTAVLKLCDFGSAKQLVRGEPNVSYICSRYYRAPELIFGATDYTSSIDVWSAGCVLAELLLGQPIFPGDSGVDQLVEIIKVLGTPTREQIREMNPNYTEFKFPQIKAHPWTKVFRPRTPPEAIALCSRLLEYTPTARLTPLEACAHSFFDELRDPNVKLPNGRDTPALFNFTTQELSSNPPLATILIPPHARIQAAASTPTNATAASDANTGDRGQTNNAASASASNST
#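 Test system: GST-fused GSK3beta enzyme, cell-free | Quantity: 1.6 ng GST-GSK3beta enzyme per well | Reagent: 25 µM ATP with peptide substrate | Schedule: 60 min enzyme reaction, room temperature | Signal: Luminescent ADP-Glo measurement of ADP formed | Read-out basis: Score relative to plate controls | Control set: DMSO and 20 µM GW8510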
# aSyn 5UTR inh: MLPCN primary screen, SNCA 5' untranslated region. inhibition, % (tested at 7.5 µM). alpha-synuclein 5'UTR reporter, inhibitor activity. 300,000 compounds, 0.82% hits; in the data active = inhibition above about 60%; inconclusive = no clear call, values can overlap the other calls;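 also: H4 neuroglioblastoma cells stably carrying SNCA 5'UTR luciferase fusion; 0% = DMSO wells and 100% = positive control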
# GSK3A inh: human GSK-3 alpha kinase inhibition. inhibition, % at 10 µM. 320,000 compounds, 0.1% hits. AID 2650. P49840. ADP-Glo luminescence, 60 min;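 in the data active = inhibition above about 50%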;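 also: GST-tagged GSK-3 alpha with peptide substrate and 25 µM ATP; 0% = DMSO neutral wells and 100% = GW8510 positive control wells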
# Target sequence (P49840 whole entry, looked up): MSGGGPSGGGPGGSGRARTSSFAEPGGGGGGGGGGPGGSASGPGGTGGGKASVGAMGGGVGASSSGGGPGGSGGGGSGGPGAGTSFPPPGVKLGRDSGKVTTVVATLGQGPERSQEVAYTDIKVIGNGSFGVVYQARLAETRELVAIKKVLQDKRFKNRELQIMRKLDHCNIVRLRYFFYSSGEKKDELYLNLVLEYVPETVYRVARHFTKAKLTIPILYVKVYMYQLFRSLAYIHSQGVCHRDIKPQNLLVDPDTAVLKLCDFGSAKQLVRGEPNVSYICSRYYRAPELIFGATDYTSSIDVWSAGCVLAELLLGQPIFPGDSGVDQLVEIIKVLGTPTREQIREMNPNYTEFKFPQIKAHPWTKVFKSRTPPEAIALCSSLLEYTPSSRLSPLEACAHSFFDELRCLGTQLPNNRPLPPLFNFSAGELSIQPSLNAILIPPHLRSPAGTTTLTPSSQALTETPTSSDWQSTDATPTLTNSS
# HSF1 inhib: HSF1 inhibition. AID 2098. activity change, negative = inhibition, % at 7.5 µM (by protocol). NIH3T3-HGL HSE-luciferase, MG132-induced, luminescence 8 h; hits give low values. 300,000 compounds, 0.77% hits;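 active = more than half of replicate wells show activity change below -50%, luminescence cut by over half; inconclusive = some wells, but at most half, below -50%; inactive = no replicate well below -50%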;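 also: luciferase reports HSF-1 transcriptional activity via heat shock element; 0% = median of DMSO wells and -100% = zero luminescence signal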
# Numbers without * were called inactive; ? = inconclusive; · = no result given. Only part of the results is shown. The share of hits here may be higher or lower than overall.
item	structure	HSF-1 act	IEC-6 tox	KLF5 inhibitor	Dyrk1A ADPGlo	Platelet DG rel	HSP90 inh	GSK3B inh	aSyn 5UTR inh	GSK3A inh	HSF1 inhib
1	COc1cccc(C(=O)c2c[nH]c(C(=O)NCc3ccco3)c2)c1	-64	8	-68	-6	2	0	-2	-34	-2	-56*
2	O=C(Nc1cc(Cl)cc(Cl)c1)Nc1cnccn1	14	0	-26	6	5	3	1	-2	0	8
3	CCc1cc(-c2n[nH]c(=S)n2-c2cccc(C)c2)cs1	30	-1	-13	8	6	2	·	16	2	11
4	CN(C(=O)c1cc2ccccc2cc1O)C1CCCCC1	-6	0	14	0	2	2	-1	-21	-3	9
5	CN1CCN(C(=O)CCc2ncc(C(F)(F)F)cc2Cl)CC1	-9	-11	-30	1	0	4	2	17	-1	-7
6	O=C(c1ccc(F)cc1)c1ccc(-c2ccc(F)cc2)nc1	22	3	-56	18	-1	3	0	-141	-2	9
7	COc1ccc(OCC(=O)c2c[nH]c3ccccc23)cc1	9	-1	-67	·	-11	-2	-1	-90	-8	8
8	O=C(COc1ccc2c3c(c(=O)oc2c1)CCCC3)NCCCN1CCOCC1	-3	7	-7	2	-5	2	5	12	2	0
9	Cc1[nH]c2ccccc2c1C(=O)CN1CC(C)OC(C)C1 (stereo not drawn)	0	-1	-27	·	-9	-1	-2	-13	5	4
10	Cc1ccc(NC(=S)N(Cc2cccs2)Cc2cc3cc(C)ccc3[nH]c2=O)cc1	?	4	-30	5	-27	-3	2	19	-1	38
11	C/C(=N\NC(=O)C(N)=O)c1cccc(C(F)(F)F)c1	1	6	-10	4	1	1	1	36	-1	3
12	O=C(N/N=C/c1cccs1)c1cccc(NC(=O)c2ccc(Cl)cc2)c1	-7	1	12	·	-3	-4	2	?	·	-13
13	CN(C)C=Nc1ncc2c3ccccc3n(CCN(C)C)c2c1C#N	-31	4	21	17	-1	-5	2	-20	26	-30
14	CC1=CC(C)(C)N(C(=O)CSc2nnc(N)s2)c2cc(C)c(C)cc21	27	10	22	-8	-2	5	2	14	-1	8
15	Cc1ccc(C)c(NC(=O)CCC(=O)N2CCOc3ccccc32)c1	13	-2	-16	5	-6	2	-24	-10	-2	0
16	CCCCNC(=O)c1ccccc1NC(=O)c1ccc2c(c1)OCO2	12	8	-1	-9	11	1	2	-7	0	-7
17	CCn1c(CSc2ncccn2)nnc1SCC(=O)N1CCc2ccccc21	-2	0	-4	1	-8	0	3	-10	-1	-1
18	CC(C)NC(=O)COC(=O)c1ccc(O)cc1	-7	-2	-14	-7	-1	0	-3	5	5	-6
19	Cc1cc(C(=O)NC(C)C2CC2)c(Cl)cc1Cl (stereo not drawn)	-6	-6	-40	-1	2	-1	2	-8	-3	-4
20	Clc1ccc(SCc2cc(-c3ccccc3)no2)cc1	38	-4	-21	10	8	0	3	-57	3	21
21	S=C(NC1CCCCC1)N1CCN(Cc2ccccc2)CC1	3	2	-16	0	-1	4	-3	-5	1	-3
22	Cc1occc1-c1nnc(SCC(=O)NCc2ccco2)n1CC(C)C	10	-3	-25	·	·	1	0	6	-5	0
23	O=C(CC12CC3CC(CC(C3)C1)C2)NCC(=O)N1CCCC1	-25	0	-19	-2	-11	0	0	-15	-3	2
24	COc1ccccc1C/C(N)=N/OC(=O)c1cccc([N+](=O)[O-])c1	-10	1	-48	-1	-14	0	0	-4	-1	1
25	O=C(Nc1ccc(F)cc1)c1cc(-c2ccccn2)nc2c(Cl)cccc12	-8	1	-12	-4	-6	0	4	17	-2	-6
26	CC(NC(=O)c1cc2ccccc2o1)C(=O)O (stereo not drawn)	·	1	-35	-6	·	2	0	·	9	·
27	O=c1cc(-c2ccc([N+](=O)[O-])cc2)c2cc3c(cc2[nH]1)OCCO3	-11	1	-55	-5	0	-8	2	37	-3	-5
28	O=C(Cc1ccc(Cl)cc1Cl)OCC(=O)N1CCCCC1	-7	8	-11	-12	-1	0	1	-19	-1	2
29	CC(=O)Oc1ccc2c(c1)O/C(=C\c1ccncc1)C2=O	1	-1	-30	·	0	-1	-11	-23	16	-1
30	CCCC(c1nnnn1CC1CCCO1)N1CCN(c2nc3ccccc3s2)CC1 (stereo not drawn)	8	-2	0	·	·	-1	2	-6	-2	1
31	CCn1c(SCC(=O)N2CCCc3ccccc32)nc2ccccc2c1=O	15	-5	9	37	3	-2	-3	16	-3	-1
32	CCC(C(=O)O/N=C(\N)c1ccccc1)c1ccccc1 (stereo not drawn)	15	-5	-6	·	-5	2	0	-26	1	3
33	N#CC1(NC(=O)COC(=O)c2ncc(Cl)c(Cl)c2Cl)CCCCC1	0	·	·	0	3	·	2	-7	1	2
34	CCN(CC)C(=O)Cn1c(=O)n(CCC(=O)Nc2ccc(F)cc2)c(=O)c2sccc21	10	1	-28	·	8	1	5	7	1	5
35	CC1(C)Cc2c(c(-c3ccccc3)[nH]c(=O)c2C#N)CO1	6	-4	-6	7	0	-1	-2	31	1	-3
36	CN(C)c1oc(-c2ccccc2F)nc1C#N	-4	2	2	15	21	-2	-4	19	-1	2
37	O=S(=O)(c1ccc(F)c(F)c1)N1CCN(c2ccccn2)CC1	13	-2	-34	0	2	-2	3	4	0	3
38	O=C(Cn1c(C(=O)N2CCc3ccccc3C2)cc2sccc21)c1ccccc1	-2	2	-3	0	1	1	-3	2	-2	6
39	CNC(=O)c1cccnc1Nc1cccc(C(F)(F)F)c1	·	4	-20	-3	4	3	0	-148	2	·
40	CCOc1[nH]n(-c2ccccc2)c(=O)c1C=NCc1cccnc1	6	4	-7	-3	-5	2	3	12	-2	-4
41	CCN(CC)S(=O)(=O)c1ccc2oc(Nc3ccccc3)nc2c1	?	9	-122	1	7	0	-3	-129	-1	30
42	Cc1cc(C)n(CC(=O)N/N=C/c2cc([N+](=O)[O-])ccc2O)n1	-1	3	-9	0	1	-2	1	20	13	-5
43	O=C(Cc1cccs1)N1CCN=C1SCc1ccc(F)cc1	-3	-4	-34	1	14	-2	1	-25	0	-1
44	C[C@@H]1NC(=O)c2cc([N+](=O)[O-])cc(I)c2NCCCC[C@@H](C(N)=O)NC(=O)[C@H](CC(N)=O)NC1=O	·	-4	-14	·	·	-3	·	·	-1	·
45	O=C(CSc1ccc(Br)cc1)N1CCOCC1	26	1	-26	1	5	-1	1	-65	-2	10
46	O=C(CCSCc1ccccc1Cl)NCc1cccs1	6	3	-23	-2	-3	-3	-6	6	-1	4
47	COc1ccc2nc(N/C(N)=N/S(C)(=O)=O)nc(C)c2c1	17	-3	-37	18	0	-2	-2	-18	0	9
48	COc1c(C)cc(C(=O)C2CCCN(C(=O)c3cc(C)on3)C2)cc1C (stereo not drawn)	-3	0	-25	6	-5	-1	4	7	-1	-7
49	CCOCCCNC(=O)Cn1cnc2c(cnn2-c2ccc(OC)cc2)c1=O	-11	4	-9	1	2	-1	·	13	-2	-21
50	COc1cc(C(=O)/C=C/Nc2ccc(NC(C)=O)cc2)cc(OC)c1OC	0	-7	-28	-7	-11	-1	3	14	-1	-17
51	CCc1ccccc1NC(=O)CN(C)C(=O)CN1C(=O)NC2(CCCCCC2)C1=O	4	-3	-2	-1	2	3	-1	7	-1	2
52	Cc1cc(NC(=O)c2c(-c3c(F)cccc3Cl)noc2C)no1	-2	6	4	3	13	6	3	-10	1	-6
53	CC(C)Cc1nnc(NC(=O)CN2C(=O)NC3(CCCCC3)C2=O)s1	-6	-2	-27	-4	-9	-3	1	-42	-1	-4
54	CCN(Cc1ccccc1)C(=O)C1CCN(c2ncnc3c2nc2n3CCCCC2)CC1	-5	3	-35	0	7	-4	1	10	0	-2
55	O=C1c2ccccc2C(=O)c2c(NCCCN(CCO)CCO)cccc21	3	10	-48	34	3	-3	-7	-38	·	12
56	O=c1c(Oc2ccccc2)coc2cc(O)cc(O)c12	4	·	·	3	-2	·	0	-3	-6	-8
57	O=C(Nc1ccccc1Cl)C(Cl)C(=O)c1ccccc1 (stereo not drawn)	·	-9	-8	5	·	-1	·	·	·	·
58	Cc1ccccc1NC(=S)Nc1ccccn1	6	2	-53	3	1	5	1	-12	-1	4
59	O=C(COc1cccnc1[N+](=O)[O-])N1CCN(S(=O)(=O)c2ccccc2)CC1	15	-1	-40	-7	-2	1	0	2	0	16
60	COc1cc(NC(=O)c2csc(-c3ccncc3)n2)cc(C(=O)Nc2cccc(C(F)(F)F)c2)c1	-33	·	·	9	-3	·	-2	-30	-1	-29

# Further records follow.
item	structure	HSF-1 act	IEC-6 tox	KLF5 inhibitor	Dyrk1A ADPGlo	Platelet DG rel	HSP90 inh	GSK3B inh	aSyn 5UTR inh	GSK3A inh	HSF1 inhib
61	O=C(c1ccc([N+](=O)[O-])cc1)n1nc(-c2ccccc2)nc1NCc1ccc(F)cc1	7	11	-33	-2	19	-3	1	-36	2	6
62	O=C(O)c1ccc(-n2cc(C(=O)c3ccccc3O)cn2)cc1	-1	5	-15	20	-3	-2	3	-54	7	-3
63	Nc1ccc(-n2c(N)c(C(=O)NCc3ccc4c(c3)OCO4)c3nc4ccccc4nc32)cc1	30	0	-32	3	3	2	1	47	-3	4
64	CC(C)CN(CC(C)C)C(=S)Nc1ccc(Cl)cc1	15	-1	10	-1	3	-2	-3	-7	-1	-4
65	Nc1nc(SCC(=O)Nc2ccc(Cl)cc2C(F)(F)F)n[nH]1	-1	4	-5	-8	3	-2	-1	11	1	5
66	O=C(CN(C(=O)c1csnn1)c1ccc(F)c(Cl)c1)NC1CCCC1	12	-9	-7	-3	10	-4	·	2	0	-5
67	Cc1cccc(C)c1NC(=S)/C(=C(\[O-])c1cccs1)[n+]1ccccc1	-4	-7	-3	5	-12	1	1	8	-2	-11
68	COc1ccccc1OCc1nnc(SCC(=O)N2CCCC2)o1	-13	0	5	-2	·	2	-3	1	-1	-5
69	O=S(=O)(NCCC1CC1(Cl)Cl)c1ccc(Cl)cc1 (stereo not drawn)	23	5	-5	-5	8	2	-25	-5	-2	1
70	CNC(=O)CSc1nc2sccc2c(=O)n1-c1ccccc1	12	-2	-7	0	2	-2	-1	2	7	-9
71	C[C@@H](NC(=O)[C@@H]1Cc2ccccc2CN1)C(=O)NCC1CCCO1 (stereo partly drawn)	-3	5	-17	4	-12	1	-6	-10	1	0
72	O=C(NCc1ccccc1F)C1CC(=O)N(c2ccc3c(c2)OCCO3)C1 (stereo not drawn)	-6	·	·	-18	16	·	4	-2	4	-1
73	Cc1c(NC(=O)COC(=O)COc2ccc(Nc3ccccc3)cc2)c(=O)n(-c2ccccc2)n1C	15	-2	9	-3	-2	3	1	-2	-3	0
74	Oc1ccccc1N1CCN(c2ncnc3scc(-c4ccccc4)c23)CC1	-7	-8	9	6	-1	0	2	25	-4	-8
75	O=C(CSc1nncc2ccccc12)N1CCOCC1	5	3	8	4	7	1	1	-29	0	3
76	COc1ccc(CCn2c(C)nc3c(c(=O)c4ccccc4n3C)c2=O)cc1	5	-1	-20	-3	6	1	-5	-15	2	-1
